SR-BI DiI inh: inhibitors of SR-BI mediated HDL lipid uptake, primary screen, ldlA[mSR-BI] cells, fluorescence, single point | ldlA[mSR-BI] CHO cells, DiI-HDL uptake fluorescence, 3 h | Scavenger receptor class B member 1 (Mus musculus), Q61009 | 0.96% of 320,000 active | inhibition, % at 12.5 µM | AID 488896, 2010;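 active = mean replicate inhibition of at least 70% and a set share of replicates each scoring 70 or more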;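 also: 0% = median of neutral control wells and 100% = median of positive control wells; values of inactives mirror those of a sister screen read the other way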
DAGLB inh: DAGLB lipase inhibitors, primary screen, biochemical, fluorescence, HTS. AID 504411, 2011. HEK293T DAGLB membrane lysate, EnzChek fluorogenic substrate. inhibition, % at 5.17 µM. Diacylglycerol lipase-beta (Homo sapiens), Q8NCG7. 0.059% of 340,000 active; in the data active = inhibition above about 34%;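 also: 0% = enzyme with vehicle and 100% = wells lacking enzyme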
Cardiac RTF inh: cardiac RTF calcium sensitivity inhibitors, primary screen, biochemical, IANBD-TnC fluorescence, EC70 calcium. Troponin I, cardiac muscle (Homo sapiens) + Troponin T, cardiac muscle (Homo sapiens) + …. IANBD-labeled cardiac RTF, Ca2+ fluorescence. inhibition, % at 7.15 µM. 0.12% of 340,000 active. AID 493244, 2011;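 active = inhibition above the mean inhibition of all tested compounds plus 3 SD, cut at about 17% in these data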;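 also: assay run at fixed EC70 calcium of 1.6 mM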
NSD2 HMT inh: NSD2 histone methyltransferase inhibitors, primary screen, biochemical, AlphaScreen, single concentration, set 2 | Histone-lysine N-methyltransferase NSD2 (Homo sapiens), O96028 | NSD2 peptide methylation, 120 min | inhibition, % at 12.5 µM | 0.54% of 310,000 active | AID 743445, 2014; in the data active = inhibition above about 50%
Target sequence (O96028 whole entry, looked up): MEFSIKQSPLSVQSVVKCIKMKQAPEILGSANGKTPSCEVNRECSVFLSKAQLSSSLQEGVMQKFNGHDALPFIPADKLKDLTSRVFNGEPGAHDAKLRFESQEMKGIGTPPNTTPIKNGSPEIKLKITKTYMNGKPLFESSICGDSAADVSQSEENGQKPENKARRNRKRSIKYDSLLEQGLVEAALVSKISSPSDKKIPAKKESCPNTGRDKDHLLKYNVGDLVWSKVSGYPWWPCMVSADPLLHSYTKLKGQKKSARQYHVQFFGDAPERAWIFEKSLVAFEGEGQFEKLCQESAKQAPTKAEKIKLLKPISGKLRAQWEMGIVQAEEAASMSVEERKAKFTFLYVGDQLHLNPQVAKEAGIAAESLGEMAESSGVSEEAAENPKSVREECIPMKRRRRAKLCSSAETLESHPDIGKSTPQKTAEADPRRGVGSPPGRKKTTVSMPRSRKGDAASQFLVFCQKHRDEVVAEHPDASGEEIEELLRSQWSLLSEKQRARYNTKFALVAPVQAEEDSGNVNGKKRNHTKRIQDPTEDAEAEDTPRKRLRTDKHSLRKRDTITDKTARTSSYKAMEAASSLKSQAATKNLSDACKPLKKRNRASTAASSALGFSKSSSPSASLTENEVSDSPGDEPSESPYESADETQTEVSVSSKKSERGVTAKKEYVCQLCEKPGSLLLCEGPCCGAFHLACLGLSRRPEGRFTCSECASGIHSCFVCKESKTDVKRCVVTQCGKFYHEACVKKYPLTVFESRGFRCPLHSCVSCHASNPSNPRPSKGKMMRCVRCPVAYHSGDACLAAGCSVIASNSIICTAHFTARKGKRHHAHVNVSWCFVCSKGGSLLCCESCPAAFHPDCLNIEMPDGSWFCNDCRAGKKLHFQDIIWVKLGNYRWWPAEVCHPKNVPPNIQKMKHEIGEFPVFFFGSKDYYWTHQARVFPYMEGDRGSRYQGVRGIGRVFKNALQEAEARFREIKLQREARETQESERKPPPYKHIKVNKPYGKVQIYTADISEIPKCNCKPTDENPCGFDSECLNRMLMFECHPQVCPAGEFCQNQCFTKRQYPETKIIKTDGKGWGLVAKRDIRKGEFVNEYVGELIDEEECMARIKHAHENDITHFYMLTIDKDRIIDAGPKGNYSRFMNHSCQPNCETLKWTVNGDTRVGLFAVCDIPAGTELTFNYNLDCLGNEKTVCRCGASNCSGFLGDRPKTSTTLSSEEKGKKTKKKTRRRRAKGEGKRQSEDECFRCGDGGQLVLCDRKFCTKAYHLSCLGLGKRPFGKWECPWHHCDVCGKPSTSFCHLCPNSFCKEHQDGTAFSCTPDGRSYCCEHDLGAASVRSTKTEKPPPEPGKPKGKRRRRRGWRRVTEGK
SR-BI DiI-HDL act: activators of SR-BI mediated DiI-HDL uptake, primary screen, ldlA[mSR-BI] CHO cells, DiI fluorescence; activation, % at 12.5 µM; 3 h; 100 = double the neutral-control signal; 0.096% of 320,000 active;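 active = mean replicate activation of at least 60% and every replicate at or above 60%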;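 also: 0% = median plate neutral-control signal and 100% = twice that signal; values of inactives mirror those of a sister screen read the other way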
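System: CHO ldlA[mSR-BI] cells / Medium: HEPES-buffered (25 mM, pH 7.4) F12 plus 0.5% BSA / Probe or stimulus: labelled HDL, 10 µg/mL / Doses: single compound concentration, delivered by pin transfer / Schedule: 3 h, 37 °C / Measured by: DiI fluorescence, bottom read / Measure: cell-associated DiI fluorescence as measure of HDL uptake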
PvdQ acylase: P. aeruginosa PvdQ acylase inhibitors, primary screen, biochemical, fluorescence, plate reader and imaging, single point; 0.063% of 340,000 active; AID 488965, 2010; purified PvdQ acylase; PvdQ acylase [Pseudomonas aeruginosa LESB58]; inhibition, % at 10 µM; in the data active = inhibition above about 30%, passing the limit was not always enough;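 also: 0% = vehicle neutral wells and 100% = reference inhibitor wells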
PKA-R2B act: activators of PKA-R2B holoenzyme, primary screen, biochemical, fluorescence polarization, Cy5-IP20, human. 0.079% of 340,000 active. PKA-R2B holoenzyme dissociation; R2B truncated from residue 108, S112A mutant; 0% DMSO only, 100% 113 µM cGMP. activation, % at 11.4 µM;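 active = activation above a cutoff set at the mean over all compounds plus 3 SD, cut at about 18% in these data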;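 also: higher means more holoenzyme dissociation and a rise in polarization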
Arrestin-AP2 inh: inhibitors of beta-arrestin/AP2 binding, primary screen, biochemical, GPCR trafficking, flow cytometry. beta-arrestin 1 C-terminal peptide binding to AP2 beta2-adaptin appendage (human). FITC-arrestin peptide / GST-AP2 beads; AP2 beta2 appendage carries R879A mutation. inhibition, % at 10 µM. 0.31% of 340,000 active;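 active = inhibition above a set limit, near 3 SD of compounds lacking own fluorescence, cut at about 54% in these data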;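 also: plate controls were DMSO wells for no effect and 5 µM unlabelled arrestin peptide for full effect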
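test system = AP2 appendage R879A on GSH beads | buffer or medium = PBS plus Tween 20 (0.05%) and BSA (0.1%) | incubation = 12 min plus 1 h, RT | detection = bead flow cytometry, FITC channel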
Keap1 Nrf2 FP: Keap1-Nrf2 protein-protein interaction inhibitors, primary screen, biochemical, fluorescence polarization, single point. 0.15% of 340,000 active. Kelch-like ECH-associated protein 1 (Homo sapiens), Q14145. Keap1 Kelch-Nrf2 peptide fluorescence polarization, 1536-well. inhibition, % at 9.4 µM; in the data active = inhibition above about 12%;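 also: human Keap1 Kelch domain with fluorescein labeled Nrf2 9mer peptide probe; 0% = neutral control wells and 100% = peptide positive control; higher means more block of Keap1 binding to Nrf2 peptide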
LANA DNA inh: inhibitors of KSHV C-LANA binding to DNA, primary screen, biochemical, fluorescence polarization, FAM-LBS DNA, MBP-C-LANA, single point; 0.078% of 340,000 active; inhibition, % at 9 µM; AID 504423, 2011;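 active = highest replicate inhibition at or above 60% at 9 µM, even if other replicates fall short; inactive = all replicates below 60% inhibition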;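 also: 0% = neutral control wells and 100% = 4 µM acridine orange control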
* hit, by the source's call; · = no result given.

SMILES	SR-BI DiI inh	DAGLB inh	Cardiac RTF inh	NSD2 HMT inh	SR-BI DiI-HDL act	PvdQ acylase	PKA-R2B act	Arrestin-AP2 inh	Keap1 Nrf2 FP	LANA DNA inh
CC(C)OC(=O)N(C)c1ccc(C(O)(C(F)(F)F)C(F)(F)F)cc1	-3	-13	-3	2	3	12	0	-2	1	0.2
COc1ccc(NC(=O)c2ccc3c(c2)OCO3)cc1	-12	0	1	-4	12	14	0	-3	-1	2.9
CCCN(CCC)C(=O)CCS(=O)(=O)c1cccc2nsnc12	0	-4	1	1	0	7	8	17	0	0.7
CN1CCN(S(=O)(=O)c2cccc(C(=O)NCc3ccc(Cl)cc3)c2)CC1	1	-3	-3	-3	-1	-10	2	8	-5	-0.2
Cc1ccc2c(c1)N(CC(=O)Nc1ccccc1F)C(=O)C(C)O2 (configuration not stated)	26	0	-7	-1	-26	-11	-11	-8	-7	-2.6
COc1ccccc1N1CCN(CC(=O)Nc2ccc(S(=O)(=O)N3CCCCCC3)cc2)CC1	51	0	-12	0	-51	-22	-6	-4	-5	-0.9
CC(=O)c1cccc(NC(=O)C2CCCN2S(=O)(=O)c2cccc3nsnc23)c1 (configuration not stated)	-10	-2	-3	·	10	-4	-6	3	2	-0.6
Cc1nc2ccc(NC(=O)c3cncc(Br)c3)cc2s1	·	-4	-13	16	·	-4	-1	-4	-2	-0.9
Cc1ccccc1CN(c1ccc(C(=O)NCc2cccnc2)cc1)S(C)(=O)=O	0	1	-15	-2	0	-17	2	6	-1	2.8
O=C(CN1CCOCC1)NCc1ccccc1Cl	·	0	-9	-5	·	-4	6	22	1	0.7
CCCC(=O)Nc1nnc(COC)s1	-2	-1	-6	-2	2	-9	-3	14	1	-1.9
CCC(C)(C)NC(=O)/C=C/c1cccs1	-13	-2	0	-3	13	-1	7	30	-5	0.2
Cc1ccccc1CNC(=O)c1ccccc1N	-21	1	0	-5	21	-19	-8	11	1	-0.7
O=C(CC1CCCCC1)NCc1ccc(F)cc1	5	2	-4	26	-5	-26	-5	17	-6	-0.7
Cc1cccnc1NC(=O)c1ccc(Cl)c(S(=O)(=O)N2CCCCC2)c1	28	3	-14	-3	-28	-15	6	-6	-3	1.2
COc1ccc(NC(=O)CSc2nnc(-c3ccccc3C)n2C)cc1	-6	0	-3	0	6	-18	0	-6	1	0.2
COc1cc(C(=O)OCCCN(C)C)cc(OC)c1OC	-10	-2	-5	3	26	-7	0	29	0	-1.9
CCC(CO)Oc1cc(NCc2cccc(F)c2)c2ncn(C(C)C)c2c1 (configuration not stated)	2	2	2	·	-2	9	-7	-1	-3	-0.5
Cc1ccc(NC(=O)c2cnccn2)cc1	-13	0	2	-2	13	1	-2	34	3	0.6
O=C(COc1ccccc1)N=C1SC2CS(=O)(=O)CC2N1c1cccc(F)c1 (configuration not stated)	-12	-1	-3	-1	12	-12	-4	1	-2	0.1
Cc1ccc(C(=O)N/C(=C/c2cccs2)C(=O)NCCCn2ccnc2)cc1	-22	0	-5	-1	22	-6	1	-6	0	0.0
Cc1ccccc1NC(=O)c1ccc(F)c(S(=O)(=O)N2CCN(c3ccccn3)CC2)c1	21	1	-2	·	-21	-10	-2	-1	-6	-0.8
COc1ccc(-c2nn(CCC#N)cc2C(=O)Nc2ccccn2)cc1OC	-19	2	2	-1	19	-12	-2	-27	-4	-1.7
COC(=O)Cc1ccc(NC(=O)c2ccc3c(c2)C(=O)N(CC2CCCO2)C3=O)cc1 (configuration not stated)	29	-1	-2	-1	-29	-18	-3	0	-1	0.3
COc1ccc(CCN(C)C(=O)c2cc(S(=O)(=O)N3CCCCC3)ccc2Cl)cc1OC	5	1	-1	0	-5	-5	4	-2	3	1.0
O=C(NC(=S)NCC1CCCO1)c1ccccc1F (configuration not stated)	-4	0	-6	-3	4	-1	-7	1	-5	0.7
COc1ccccc1N1CCN(C2CCCN(C(=O)CCn3cncn3)C2)CC1 (configuration not stated)	-17	-1	1	-3	17	-6	13	-1	-3	2.0
CCOc1cc2[nH]c(=S)n(Cc3ccc(C(=O)N4CCN(C)CC4)cc3)c(=O)c2cc1OCC	-5	5	-2	-4	5	-3	-6	-20	-4	1.3
COc1ccccc1C(=O)NC(=O)COC(=O)c1ccc([N+](=O)[O-])cc1Cl	-5	-4	-1	0	5	15	1	26	0	1.0
COCC1CCN(C(=O)c2ccc(OC3CCN(Cc4ccccn4)CC3)cc2)C1 (configuration not stated)	-19	1	-2	2	19	-4	-11	-8	1	0.1
Cc1ccccc1CSc1nnc(C)c(=O)n1N	-15	0	3	-4	15	-10	7	-9	-4	-0.9
Cc1ccc(C(=O)NCCCNCCCNC(=O)c2ccc(C)nc2)cn1	-15	1	1	4	15	-4	-11	5	-6	-0.4
O=C(Nc1ccc(N2CCOCC2)cc1)c1ccc(Cl)c(S(=O)(=O)N2CCCCC2)c1	65	2	1	2	-65	-1	-9	-2	-5	1.1
Nc1nc(CCl)nc(Nc2ccccc2)n1	-18	2	-13	1	18	-4	0	19	-7	1.3
COc1ccc(C(CNC(=O)CCNC(=O)c2ccc(Br)cc2)N2CCOCC2)cc1 (configuration not stated)	5	1	-4	-3	-5	1	-1	-15	3	-0.4
COc1ccc(C(=O)NCCCNC(=O)c2ccccn2)cc1	6	0	-5	9	-6	1	13	28	5	-3.9
Cn1c(=O)cc(Nc2ccc(Cl)cc2)[nH]c1=O	-7	3	-4	0	7	-8	-8	2	-4	3.0
Cc1cc(C)cc(C(=O)NC(CC(N)=O)c2ccc(N3CCCCCC3)c([N+](=O)[O-])c2)c1 (configuration not stated)	-18	5	1	·	18	-8	0	4	-3	0.5
CCOc1cc(C2C3=C(CC(C)(C)CC3=O)N(CCCOC)C3=C2C(=O)CC(C)(C)C3)ccc1OC	25	-3	-7	0	-25	-14	-11	-9	-2	-1.1
O=C(COC(=O)C1CCCCC1)Nc1cccc(Br)c1	-63	-5	-4	-3	63*	-13	-1	3	1	-1.7
CCC(C)C(N)C(=O)NC(CCC(=O)OCc1ccccc1)C(N)=O (configuration not stated)	-15	3	-1	1	15	0	-7	-8	-8	0.7
COc1ccc(/C=C/C2=NN(C)C(=O)CC2)cc1	3	-2	5	-2	-3	-1	4	10	-3	-0.2
CC(C)c1nc2oc3c(NCCO)ncnc3c2c2c1COC(C)(C)C2	-239	-1	0	-3	239*	-17	5	7	-4	12
CC(=O)Nc1ccc(NC(C)=O)s1	-27	1	-8	-1	27	-6	17	-1	2	-2.9
CC(=O)C(C)Oc1ccc2c3c(c(=O)oc2c1)CCCCC3 (configuration not stated)	13	0	-3	-2	-13	-4	10	10	0	-1.3
COc1cc(C)c(CN2CCN(CC(=O)Nc3ccccc3C(=O)NC3CC3)CC2)cc1OC	-14	-6	6	3	14	-1	-10	25	0	1.3
CCN(CC)S(=O)(=O)c1ccc(N2CCOCC2)c(NCC(=O)Nc2ccc(F)cc2)c1	-14	-2	-4	1	14	6	-9	8	-6	0.0
CC(=O)Nc1ccc(SC[C@H](CC(C)C)N2CCN(CC(C)C)CCC2=O)cc1	-1	-2	6	·	1	13	-9	5	-8	-1.1
CCCCn1c(N)c(N(Cc2ccccc2OC)C(=O)COc2ccccc2C#N)c(=O)[nH]c1=O	-4	1	-7	-4	4	-10	-5	-1	-3	0.2
CCS(=O)(=O)c1ccc(C(=O)Nc2ccccc2)c(Cl)c1Cl	2	0	-1	-3	-2	-20	1	4	-1	-0.3
Cc1c(N)cccc1N	-1	0	-9	·	1	-18	0	15	-5	-0.3
CCN(CC)CCNC(=S)NC(=O)c1cn(-c2ccccc2)nc1-c1ccc(OC)cc1	7	-2	-7	7	-7	2	-2	26	1	3.3
Cn1c(=O)c2c(ncn2CC(=O)Nc2ccc3c(c2)OCO3)n(C)c1=O	-6	-2	4	1	6	-11	-10	6	-4	1.2
CCOC(=O)c1cnc2c(C)c(C)ccc2c1Nc1ccc(S(=O)(=O)Nc2ncccn2)cc1	-17	6	-6	4	17	-14	-5	-3	-5	0.7
CC(C)(C)c1cc(/C=N/NC(=O)C[n+]2ccccc2)cc(C(C)(C)C)c1O	2	-3	-2	2	-2	-14	-8	-17	-3	-2.2
CCC1=C(OC(=O)N(CC)CC)N2C(=O)OC(=NCC3CC3)[C@]2(Cc2ccccc2)[C@H]2C1=CC[C@H]1C(=O)NC(=O)[C@H]12	-21	-1	1	·	21	-7	-1	8	-8	0.3
COc1ccc(C2C(C(=O)NCc3cccnc3)c3cc(OC)c(OC)cc3C(=O)N2C)cc1 (configuration not stated)	9	-2	-18	27	-9	-20	-13	5	-7	1.0
Cn1nc(C(=O)NNC(=O)c2ccccc2F)c2ccccc2c1=O	-11	-1	-7	-5	11	-10	2	5	-6	0.3
CCOc1cnc(-c2c(-c3c(Cl)cccc3Cl)noc2C)o1	-3	-5	-3	2	3	2	-11	3	-4	-0.3
CC(=O)Nc1ccc(C(=O)Nc2cccc(S(=O)(=O)N(C)c3ccccc3)c2)cc1	69	-2	0	2	-69	-17	-7	-17	0	-0.5
